Assay outcomes: PubChem BioAssay, Broad Institute
Xi reactivation: reactivates the inactive X chromosome in mouse fibroblasts. XiGFP mouse fibroblasts, % GFP-positive cells imaging, 3 d; cells co-treated with 5-aza-dC sensitizer; scaled so ellipticine positive control = 100%. activation, % at 7.58 µM. 0.055% of 360,000 active;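 active means mean normalized replicate activation at least 10% and every replicate at or above 10%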;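 further: 0% = median of on-plate neutral control wells and 100% = ellipticine 6 µM median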
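Assay system – SV40-immortalized XiGFP fibroblast cells, line 68-5-11 · Buffer or medium – DMEM supplemented with 5-aza-dC as sensitizing agent · Dosing – one concentration, pinned · Benchmarks – positive control ellipticine, 6 µM final · Times – 3 days compound exposure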
RAD52 inh: inhibitors of human RAD52 DNA annealing. P43351. recombinant RAD52 DNA annealing, FRET fluorescence. inhibition, % at 18.7 µM. 0.46% of 360,000 active. AID 651710;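 active means every replicate showing at least 50% inhibition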
Target sequence (P43351 whole entry, looked up): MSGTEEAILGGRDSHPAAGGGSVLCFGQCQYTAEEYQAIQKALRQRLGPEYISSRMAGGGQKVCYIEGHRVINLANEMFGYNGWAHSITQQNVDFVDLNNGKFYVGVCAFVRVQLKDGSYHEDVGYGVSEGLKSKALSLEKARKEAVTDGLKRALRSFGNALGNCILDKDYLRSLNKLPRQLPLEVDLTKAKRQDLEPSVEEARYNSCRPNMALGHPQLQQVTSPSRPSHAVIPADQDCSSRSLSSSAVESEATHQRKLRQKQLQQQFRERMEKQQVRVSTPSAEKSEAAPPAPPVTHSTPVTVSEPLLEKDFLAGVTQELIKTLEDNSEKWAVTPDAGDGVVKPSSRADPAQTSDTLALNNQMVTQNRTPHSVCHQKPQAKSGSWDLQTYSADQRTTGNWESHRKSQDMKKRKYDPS
esBAF inh: inhibitors of esBAF chromatin remodeling in mouse ES cells | Bmi1-luciferase knock-in reporter, 24 h; 100% = twice the neutral-well signal | reporter increase, % at 12.5 µM | 2% of 350,000 active | AID 602393; in the data active means activation above about 40%;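 further: 0% = median of the plate's neutral control wells and 100% = double that signal; a rise in the Bmi1 reporter signal indicates esBAF inhibition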
CFTR F508del cor: correctors of CFTR F508del function in bronchial epithelial cells; CFBE cells, YFP halide quenching; stimulated with forskolin plus potentiator P3; % fluorescence drop versus neutral controls; 0.36% of 350,000 active; activity (quench increase), % at 7.58 µM;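 active means mean added fluorescence quench of at least 8% versus neutral control, with both replicates also reaching 8%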;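 further: cells transiently co-express mutant CFTR-F508del with the halide-sensitive YFP; corrector assay measuring rescue of mutant channel to the surface after 24 h compound exposure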
RAD54 inh: inhibitors of human RAD54 branch migration. inhibition, % at 10.4 µM. 0.14% of 360,000 active. RAD54 Holliday junction branch migration, FAM/BHQ fluorescence;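 active means mean normalized replicate activity at least 40 and at least half of replicates scoring 40 or more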;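 further: 0% = median of neutral control wells and 100% = median of positive control wells; inhibitors cause a drop in the FAM fluorescence signal; in these data hits start at about 50%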
ERAP1 HTS inh: ERAP1 (human) enzyme inhibition. recombinant ERAP1, Leu-AMC fluorescence, 60 min. AID 652197. 0.15% of 340,000 active. inhibition, % at 10.7 µM. Q9NZ08;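 active means mean replicate inhibition of at least 30%, or all replicates individually reaching that 30% level; inactive means mean below 30% and not every replicate reaching it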;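 further: 0% = neutral control wells and 100% = L-leucinethiol positive control wells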
GSIS activator: primary screen for activators of insulin secretion dependent on glucose, INS-1E cells, GLuc reporter luminescence; INS-1E GLuc reporter insulin secretion, 2-3 h; activation, % at 16.6 µM; 0.61% of 370,000 active;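 active means lowest replicate activation of at least 40%, so every replicate reaches that level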;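 further: 0% = median of neutral control wells and 100% = median of IBMX positive control wells; some compounds called inactive have numbers as strong as hits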
ARNT TACC3 PPI: ARNT/TACC3 interaction disruption. Q9Y6A5. 0.66% of 390,000 active. AlphaScreen His-ARNT PAS-B/GST-TACC3 binding, luminescence; TACC3 fragment carries E629A point mutation. inhibition, % at 9.99 µM;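 active means mean inhibition of replicates at least 50% and at least half of replicates each reaching 50%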;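 further: 0% = complete ARNT plus TACC3 wells and 100% = ARNT alone without TACC3; many hits fall short of the cut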
* = called active by the depositor; / = not tested or not shown.

Start of the listing, in advance (four entries):
SMILES	Xi reactivation	RAD52 inh	esBAF inh	CFTR F508del cor	RAD54 inh	ERAP1 HTS inh	GSIS activator	ARNT TACC3 PPI
COCCNC(=O)COC(=O)c1cc(-c2ccc(OC)cc2)nc2ccccc12	0.1	-4	/	-8.2	/	7	6	-4
CCC(=O)N1CC[C@@H]2[C@@H](CO)Nc3ccc(-c4cccc(C#N)c4)cc3[C@@H]21	0.0	/	-1	1.3	4	/	12	0
O=C(CCC(=O)c1ccccc1)NCc1cccc(C(F)(F)F)c1	0.0	-16	-5	-0.4	6	3	-14	/
O=C(Cc1ccccc1)N[C@H]1CC[C@H](CC(=O)N2CCCCC2)O[C@@H]1CO	-0.2	3	1	-0.7	3	2	22	/

This part in full, from the first entry:
SMILES	Xi reactivation	RAD52 inh	esBAF inh	CFTR F508del cor	RAD54 inh	ERAP1 HTS inh	GSIS activator	ARNT TACC3 PPI
COCCNC(=O)COC(=O)c1cc(-c2ccc(OC)cc2)nc2ccccc12	0.1	-4	/	-8.2	/	7	6	-4
CCC(=O)N1CC[C@@H]2[C@@H](CO)Nc3ccc(-c4cccc(C#N)c4)cc3[C@@H]21	0.0	/	-1	1.3	4	/	12	0
O=C(CCC(=O)c1ccccc1)NCc1cccc(C(F)(F)F)c1	0.0	-16	-5	-0.4	6	3	-14	/
O=C(Cc1ccccc1)N[C@H]1CC[C@H](CC(=O)N2CCCCC2)O[C@@H]1CO	-0.2	3	1	-0.7	3	2	22	/
Cc1cc(C(=O)O)ccc1NCc1ccncc1	0.2	1	-3	-0.4	7	1	-2	-5
Cn1cccc1Cc1nnc(SCC(=O)NCc2ccco2)n1-c1ccc(F)cc1	/	-49	-3	/	-6	-6	-3	8
O=C(O)CSc1c2c(nc3cc(C(=O)Nc4cccc(C(F)(F)F)c4)ccc13)CCCC2	0.0	-10	/	0.7	/	-3	-9	26
S=c1[nH]nc(-c2ccccc2)n1/N=C/c1cccc(Cl)c1	0.0	-17	-5	/	3	1	/	14
COc1ccc2[nH]c3c(c2c1)CCN1C(=O)C(CC(=O)NCc2cccc(C(F)(F)F)c2)C[C@H](C(=O)N(C(C)C)C(C)C)[C@@]31C (stereo partly specified)	0.1	-11	12	3.8	-4	-7	-9	6
CC(C)NC(=O)N(C)C[C@@H]1Oc2ccc(NC(=O)Nc3cccc4ccccc34)cc2CC(=O)N([C@@H](C)CO)C[C@@H]1C	-0.6	4	-4	5.8	0	0	-2	1
COc1ccc(OC)c(/C=C/C(=O)OCC(=O)NCc2cccs2)c1	0.0	-5	0	-2.4	4	4	14	0
O=C(CCO)c1ccc(O)cc1	/	-13	-10	1.1	-3	/	1	-20
Cc1cc(C(=O)C(C(c2ccccc2)N2CCOCC2)N2CCOCC2)ccc1Cl (stereo unspecified)	0.1	-22	8	-2.5	/	6	-24	8
COc1ccccc1C(=O)CSc1ccccn1	0.1	-5	/	-0.2	/	0	2	-8
COc1ccc(OCCn2cnc3ccccc32)cc1	0.1	-4	19	-0.1	-2	-1	1	-4
CCCS(=O)(=O)NC(=O)C1(C)CCN(C(=O)c2ccc3c(c2)OCO3)C1 (stereo unspecified)	0.0	-16	1	-1.3	2	0	-4	/
COc1ccc2c3c([nH]c2c1)[C@H](CO)N(C(=O)C1CCCC1)CC31CCN(Cc2cccc(F)c2)CC1	0.2	23	/	6.3	/	0	-24	/
C[C@@H]1CCCCO[C@@H](CN(C)C(=O)NC2CCCCC2)[C@@H](C)CN([C@@H](C)CO)C(=O)c2cc(NS(=O)(=O)c3ccc(F)cc3)ccc2O1	-0.1	26	1	2.5	-4	-3	-28	-2
O=C(Nc1ccc(F)cc1)N[C@H]1CC[C@H](CCNC(=O)c2ccccc2F)O[C@@H]1CO	-0.3	-7	/	-0.2	/	-3	5	/
CC(=O)Oc1ccc(C2=Cc3ccc(OC(C)=O)cc3OC2C)cc1 (stereo unspecified)	0.5	-11	1	1.7	-5	3	/	-6
CCOC(=O)C1(CCCc2ccccc2)CCN(C(=O)CN2CCOC2=O)CC1	0.3	1	/	1.6	/	1	-6	-4
C[C@@H]1CCCCO[C@@H](CN(C)Cc2ccc(Cl)c(Cl)c2)[C@H](C)CN([C@@H](C)CO)C(=O)c2cc(NC(=O)NC3CCCCC3)ccc2O1	-1.0	-12	2	0.8	1	-1	-4	15
CC(C)C[C@@H](CN1CCCC1CN1C(=S)NC[C@@H]1Cc1ccc(O)cc1)N1C[C@H](Cc2ccccc2)N(CCc2ccccc2)C1=S (stereo partly specified)	0.4	-17	6	-0.9	5	-2	19	-2
O=C(NC(=S)NCc1cccnc1)c1ccccc1	0.1	-9	/	1.8	-3	3	/	0
CCOC(=O)c1oc2ccccc2c1COC(=O)C(C)NC(=O)c1ccco1 (stereo unspecified)	0.3	-24	7	-3.4	2	3	16	-1
OCCNCc1c(OCc2ccc(Cl)cc2)ccc2ccccc12	0.0	25	-9	-0.3	15	3	-9	5
COc1ccc(C(c2c(NC(=O)c3ccccc3)sc(C)c2C)N2CCN(CCO)CC2)cc1 (stereo unspecified)	0.1	-17	/	/	/	-4	/	-7
Cc1cc(SCC#N)n2nc(C)c(-c3ccc(Cl)cc3)c2n1	/	/	-5	/	-1	/	40	-3
COc1ccc(Cc2c(-c3cccc(Br)c3)nc3c(C)cc(Br)cn23)c(C)c1	0.3	-48	-13	1.1	-18	-1	-7	/
COc1ccc(NC(=O)N(C)C[C@H]2Oc3ccc(NS(=O)(=O)c4ccc(F)cc4)cc3CC(=O)N([C@@H](C)CO)C[C@H]2C)cc1	-0.8	9	5	-0.3	/	-4	-12	/

Compound profiles, from the list above.
Results for C[C@@H]1CCCCO[C@@H](CN(C)Cc2ccc(Cl)c(Cl)c2)[C@H](C)CN([C@@H](C)CO)C(=O)c2cc(NC(=O)NC3CCCCC3)ccc2O1 : Xi reactivation = -1.0; RAD52 inh = -12; esBAF inh = 2; CFTR F508del cor = 0.8; RAD54 inh = 1; ERAP1 HTS inh = -1; GSIS activator = -4; ARNT TACC3 PPI = 15
Results for OCCNCc1c(OCc2ccc(Cl)cc2)ccc2ccccc12 : Xi reactivation = 0.0; RAD52 inh = 25; esBAF inh = -9; CFTR F508del cor = -0.3; RAD54 inh = 15; ERAP1 HTS inh = 3; GSIS activator = -9; ARNT TACC3 PPI = 5

Additional entries
SMILES	Xi reactivation	RAD52 inh	esBAF inh	CFTR F508del cor	RAD54 inh	ERAP1 HTS inh	GSIS activator	ARNT TACC3 PPI
CN1C(=O)c2cc(NC(=O)Cc3cccs3)ccc2OC[C@H]2O[C@H](CC(=O)NCC3CCCCC3)CC[C@H]21	0.0	7	2	1.2	-4	0	-39	-8
O=C(C[C@H]1CC[C@@H]2[C@H](COC[C@@H](O)CN2C(=O)Nc2ccc(Cl)cc2)O1)N1CCCCC1	3.1	3	15	-0.2	3	-3	-3	-7
C[C@H](CO)N1C[C@H](C)[C@H](CN(C)Cc2ccc(Cl)c(Cl)c2)Oc2ccc(NC(=O)Cc3ccccc3)cc2CC1=O	0.3	16	-6	2.5	-2	0	-32	5
O=C1CS(=O)(=O)C(c2cccc([N+](=O)[O-])c2)N1c1ccccc1 (stereo unspecified)	/	-1	/	2.0	3	2	/	-1
O=C(/C=C/c1ccc(O)cc1)OCc1occc(=O)c1O[C@@H]1OC(CO)[C@@H](O)[C@H](O)[C@@H]1O (stereo partly specified)	-0.1	12	1	0.4	-3	/	15	-5
Cc1ccc(NC(=O)NC2CCCCCCC2)c(C)c1	0.0	3	21	4.6	-4	3	0	-5
C[C@@H]1CN([C@H](C)CO)C(=O)c2cc(NC(=O)C3CCCCC3)ccc2O[C@@H](C)CCCCO[C@H]1CN(C)C(=O)c1ccccc1	-0.5	1	6	0.8	7	-1	-13	-11
N#C[C@@H]1[C@@H](c2ccc(C#CC3CC3)cc2)[C@@H](CO)N1C(=O)Cc1ccccn1	0.0	-15	1	-0.1	-8	-1	2	-3
CCn1ncc(NC(=S)Nc2ccc(OC)c(OC)c2)c1C(N)=O	0.0	4	/	-1.4	/	2	2	7
O=C1OCCC1Sc1nnc(-c2cccnc2)n1-c1ccccc1F (stereo unspecified)	0.0	-6	/	-0.3	/	2	13	4
CC(C)(C)c1cc(CCC(=O)NN)cc(C(C)(C)C)c1O	0.1	-6	/	-0.5	/	-1	-13	5
CCN(CC)S(=O)(=O)c1ccc(N2CCCC2)c(NC(=O)C2CCCCC2)c1	0.0	-3	/	1.1	/	0	-16	-5
Nc1ccccc1S(=O)(=O)NCCCCc1ccccc1	0.0	3	1	0.3	1	3	-20	-18
CC(C)CC#Cc1cnc2c(c1)C(=O)N([C@@H](C)CO)C[C@@H](C)[C@H](CN(C)C(=O)c1ccccc1F)O2	0.0	/	3	0.3	2	/	-8	/
CCOc1c(C)cnc2c1c(=O)n(Cc1ccccc1F)c(=O)n2C	0.1	-17	5	0.7	/	0	-3	-1
N#C/C(=C\Nc1ccccc1SC(F)(F)F)c1nc(-c2ccccc2)cs1	0.0	-2	/	1.3	/	-5	-2	/
C[C@H]1CN([C@@H](C)CO)C(=O)c2cccc(NC(=O)C3CC3)c2O[C@H]1CN(C)S(=O)(=O)c1ccc(F)cc1	0.2	/	1	-7.8	/	/	3	/
CC(NS(=O)(=O)c1ccccc1)C(c1cccs1)N1CCOCC1 (stereo unspecified)	0.1	-3	3	-1.8	3	8	12	-12
CN1CCN(C(=O)C[C@@H]2C[C@@H]3c4cc(NC(=O)Cc5ccncc5)ccc4O[C@@H]3[C@H](CO)O2)CC1	0.0	3	-2	-1.7	7	-6	2	2
COc1ccc(COC(=O)c2cc([N+](=O)[O-])ccc2N2CCOCC2)cc1F	0.4	-8	-36	5.1	-8	2	-8	5
C[C@H]1CCCCO[C@H](CN(C)Cc2ccc3c(c2)OCO3)[C@@H](C)CN([C@@H](C)CO)C(=O)c2cc(NC(=O)Nc3ccc4c(c3)OCO4)ccc2O1	0.2	41	-2	1.1	5	1	-36	-10
C[C@@H]1CN([C@@H](C)CO)C(=O)Cc2cc(NC(=O)Nc3ccccc3)ccc2O[C@H]1CN(C)Cc1ccccc1	-1.3	28	2	1.7	10	1	-16	9
CC(=O)OC(C)(C)/C=C/C(=O)[C@](C)(O)C1[C@H](O)C[C@@]2(C)C3CC=C4C(C=C(O[C@@H]5O[C@H](CO)[C@@H](O)[C@H](O)[C@H]5O)C(=O)C4(C)C)[C@]3(C)C(=O)C[C@]12C (stereo partly specified)	1.6	-7	-2	-5.2	-6	4	-8	8
O=S(=O)(N[C@H]1CC[C@@H](CCNS(=O)(=O)c2ccccc2Cl)O[C@@H]1CO)c1ccccc1	0.4	-5	3	3.1	-4	0	7	15
CO[C@H]1CN(C)C(=O)c2cc(NC(=O)c3cnccn3)ccc2OC[C@H](C)N(C)C[C@@H]1C	0.2	1	-3	0.4	4	1	12	7
C=CCOc1ccccc1CN1CCC(C(=O)Nc2cccc(-c3ccn[nH]3)c2)CC1	0.1	-14	-3	2.2	-15	-3	-16	4
CC1CC(C)CN(C(=O)COC(=O)c2cc3ccccc3oc2=O)C1 (stereo unspecified)	0.2	-21	30	-3.1	-5	-2	-18	-2

Two entries picked at random from the list so far, as already listed:
SMILES	Xi reactivation	RAD52 inh	esBAF inh	CFTR F508del cor	RAD54 inh	ERAP1 HTS inh	GSIS activator	ARNT TACC3 PPI
CC(=O)OC(C)(C)/C=C/C(=O)[C@](C)(O)C1[C@H](O)C[C@@]2(C)C3CC=C4C(C=C(O[C@@H]5O[C@H](CO)[C@@H](O)[C@H](O)[C@H]5O)C(=O)C4(C)C)[C@]3(C)C(=O)C[C@]12C (stereo partly specified)	1.6	-7	-2	-5.2	-6	4	-8	8
CO[C@H]1CN(C)C(=O)c2cc(NC(=O)c3cnccn3)ccc2OC[C@H](C)N(C)C[C@@H]1C	0.2	1	-3	0.4	4	1	12	7
